TbREL1 inh: TbREL1 inhibition, primary screen | inhibition, % at 9.66 µM | P86926 | TbREL1 RNA ligation, FRET fluorescence | AID 1117264 | 89,000 tested, 0.49% active;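 active = inhibition above the mean inhibition across all screened compounds plus 3 SD, cut at about 11% in these data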;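 note: 0% = plate median of test wells and 100% = NSC42067 control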
Target sequence (P86926 whole entry, looked up): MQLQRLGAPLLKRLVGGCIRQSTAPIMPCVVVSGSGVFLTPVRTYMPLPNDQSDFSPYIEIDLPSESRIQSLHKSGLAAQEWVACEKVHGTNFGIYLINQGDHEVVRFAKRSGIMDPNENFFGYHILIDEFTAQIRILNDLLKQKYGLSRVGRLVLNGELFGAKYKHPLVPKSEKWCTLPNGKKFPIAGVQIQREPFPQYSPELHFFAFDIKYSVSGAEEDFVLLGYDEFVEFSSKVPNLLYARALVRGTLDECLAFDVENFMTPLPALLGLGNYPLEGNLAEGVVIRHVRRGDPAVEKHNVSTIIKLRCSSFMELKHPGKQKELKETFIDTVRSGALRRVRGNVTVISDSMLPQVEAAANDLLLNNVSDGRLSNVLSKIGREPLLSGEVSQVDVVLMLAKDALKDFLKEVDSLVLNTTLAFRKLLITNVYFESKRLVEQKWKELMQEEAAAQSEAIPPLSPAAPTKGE
Numbers without * were called inactive. This is a subset. The share of hits here may be higher or lower than overall.

SMILES,TbREL1 inh
O=C(CCSc1ccccc1)Nc1ccc(OCc2ccccc2)cc1,-2.1
O=C(Cc1ccccc1Cl)NCCN1C(=O)C2C3C=CC(C3)C2C1=O (stereo not drawn),2.6
CC(C)(C)Nc1nc2ccc([N+](=O)[O-])cc2o1,3.0
COc1cccc(Cn2nnc(C(=O)NCc3ccccc3Cl)c2N)c1,2.2
CC(C)(C)c1ccc(C(=O)Nc2ccccc2Cl)cc1,-0.2
COc1ccc(N2CC(C(=O)Nc3cccnc3)CC2=O)cc1 (stereo not drawn),-1.4
CSCCC(NC(=O)c1ccc(Cl)cc1)C(=O)OCC(=O)NCc1ccco1 (stereo not drawn),-1.9
CCN(CC(=O)NCc1cccs1)C(=O)c1cccc(S(=O)(=O)Nc2ccccc2Cl)c1,0.8
CN(C)CCn1c2c(c(SCC(=O)Nc3cccc4ccccc34)nc1=O)CCC2,-1.8
CCNC(=O)CSc1nnc(-c2cccc(S(=O)(=O)N(CC)CC)c2)n1CCc1ccccc1,2.2
O=C(Nc1nsc(-c2ccccc2)n1)c1ccc(F)cc1,1.7
Cc1ccccc1/[N+]([O-])=C/c1ccncc1,-3.5
CCC(O)CC(C(=O)NNc1ccccc1)C(=O)NNc1ccccc1 (stereo not drawn),3.3
Cc1cc(C)c2c(c1)-c1c(ssc1=S)C(C)(C)N2C(=O)CN1C(=O)c2ccccc2C1=O,4.6
COc1ccc(Cl)cc1-c1cc(C(=O)Nc2ccc(C)c(NS(C)(=O)=O)c2)[nH]n1,7.2
CN(c1ccccc1)S(=O)(=O)c1cccc(C(=O)NC2CC(C)(C)NC(C)(C)C2)c1,1.3
O=c1nc2ccc(Cl)cn2c2ccc(S(=O)(=O)N3CCCCC3)cc12,-0.3
COc1cccc(N(CC(=O)NCCSCc2ccc(C)cc2)S(C)(=O)=O)c1,-0.8
Cc1ccc(S(=O)(=O)N2CCN(C(C)C)CC2)cc1,0.5
CCCCNc1ccc2nsnc2c1[N+](=O)[O-],3.0
O=C(/C=C/c1ccccc1)NC(=S)NNS(=O)(=O)c1ccccc1,-8.7
COc1ccc(-n2ncc3c2CC(C)(C)CC3NC(=O)c2cn[nH]c2)cc1 (stereo not drawn),3.6
O=C(Nc1cccc2ccccc12)OC1C=CS(=O)(=O)C1 (stereo not drawn),7.3
CC1CC(C)CN(C(=O)c2cc3c(s2)CCC3)C1 (stereo not drawn),-0.8
C=C1C(=O)[C@]23C[C@H]1CC[C@H]2[C@]1(C)CCC[C@@](C)(C(=O)OC)[C@H]1C[C@@H]3O,2.1
NS(=O)(=O)c1ccc(NC2=CC(c3ccc(F)cc3)N(c3ccc(S(N)(=O)=O)cc3)C2=O)cc1 (stereo not drawn),-4.3
CCn1cc(-c2ccccc2)c(C(=O)O)c1-c1ccc(OC)cc1,-2.4
CC(C)C(NC(=O)c1ccccc1F)C(=O)Nc1ccc2c(c1)OCO2 (stereo not drawn),0.0
Fc1cc(Cl)cc2ccc(-c3ccccc3)nc12,8.4
COc1ccc(N/C=C\C(=O)c2ccc(C)cc2)cc1OC,0.5
CC(Oc1ccc(Cl)cc1)C(=O)Nc1ccc(S(=O)(=O)N2CCOCC2)cc1 (stereo not drawn),-2.6
CCCCn1c(/N=C/c2ccccc2NS(=O)(=O)c2ccc(C)cc2)nc2ccccc21,2.3
O=C(CSc1nnc(-c2ccccc2F)n1C1CC1)NC(=O)c1cccc([N+](=O)[O-])c1,-2.3
CC(C)Cn1c(-c2ccco2)csc1=Nc1cccnc1,-0.3
COc1cc(-n2nc(C)c3c2OC(N)=C(C#N)C3c2ccccc2)c(Cl)c(Br)c1O (stereo not drawn),-2.4
CC1(C(=O)NS(=O)(=O)C2CC2)CCCN(C(=O)Cc2ccc(F)cc2)C1 (stereo not drawn),6.3
COc1ccc(-c2csc(NC(=O)c3ccc(S(=O)(=O)N4CCc5ccccc5C4)cc3)n2)c(OC)c1,0.8
CC(OC(=O)Cc1c(F)cccc1Cl)C(=O)NC1CCCCC1C (stereo not drawn),-1.9
CCN(CC)S(=O)(=O)c1cc(NC(=S)NC(=O)C2CCCC2)ccc1C,1.0
Cc1ccccc1OCC(=O)NCCNC(=O)c1cccnc1,-2.5

Reprinted at random: 2 records from the list.
SMILES,TbREL1 inh
COc1ccc(-c2csc(NC(=O)c3ccc(S(=O)(=O)N4CCc5ccccc5C4)cc3)n2)c(OC)c1,0.8
COc1cc(-n2nc(C)c3c2OC(N)=C(C#N)C3c2ccccc2)c(Cl)c(Br)c1O (stereo not drawn),-2.4

Other structures
SMILES,TbREL1 inh
c1cnc(SCC2CCCCC2)c(-c2nc3ccccc3[nH]2)c1,0.8
COc1ccccc1N=Nc1c(C)noc1C,0.5
COc1ccc(CCN2CC(C(=O)Nc3cc(S(C)(=O)=O)ccc3Cl)CC2=O)cc1OC (stereo not drawn),5.5
CCCn1nc2cc(C(=O)N(CC)c3ccc(OC)cc3)ccc2c1OCC,-1.6
CCn1cc(/C=N/NC(=O)c2ccc3c(c2)OCO3)cn1,-1.3
COC(=O)[C@H](CC(C)C)NS(=O)(=O)N[C@@H](CC(C)C)C(=O)OC,3.2
CC1CCN(C(=O)COC(=O)c2ccc3ccccc3n2)CC1,-0.8
CCCCN(CCCNc1ncnc2nc[nH]c12)c1ccccc1,-1.4
Nc1c(C(=O)N/N=C/c2cccnc2)oc2nc(-c3ccco3)cc(-c3ccco3)c12,15.9*
CC(C)OC(=O)c1c(NC(=O)CCn2nnc3ccccc32)sc2c1CCCC2,2.8
CC(C)Cn1c(=O)c2c(c3ccccc31)OC(C)C(=O)N2 (stereo not drawn),-2.6
CC1=CC(C)(C)[N+](C)(C)c2ccccc21,-3.8
O=C(CS(=O)(=O)c1ccc(Br)cc1)N1CCOCC1,2.3
COc1ccc(C(=O)NCC(=O)OCC(=O)NC(=O)NC2CCCCC2)cc1OC,-3.8
O=CN(Cc1ccco1)C1(C(=O)NC2CCCCC2)CCCCC1,-1.1
O=C(/C=C/c1c(Cl)cccc1Cl)n1cccn1,8.2
COCCN1C(=O)c2ccc(C(=O)NCc3cccnc3)cc2C1=O,-1.4
O=C(C1CCN(CCCc2ccccc2)CC1)N1CCCCC1,11.7*
COC(=O)[C@]12CCCCC=C1N(Cc1ccc3c(c1)OCO3)C(=O)[C@H](CC(=O)N1CCSCC1)C2,-0.2
CCN(CC)c1ccc(C=C2C(=O)OC3(CCCCC3)OC2=O)cc1,1.2
CC1CCN(S(=O)(=O)c2cc(C(=O)NC3(C)CCS(=O)(=O)C3)ccc2Br)CC1 (stereo not drawn),0.1
CNC[C@H](CC1CCCCC1)NC[C@H](CO)NCCc1cccc(C(F)(F)F)c1,4.2
Cc1cc(C(=O)COC(=O)c2ccccc2O)c(C)n1CC1CCCO1 (stereo not drawn),-7.4
O=C(Nc1ccc(S(=O)(=O)N2CCCC2)cc1)c1c(F)cccc1F,3.8

Ordered by the number under TbREL1 inh (largest number first): three of the compounds above
SMILES,TbREL1 inh
CNC[C@H](CC1CCCCC1)NC[C@H](CO)NCCc1cccc(C(F)(F)F)c1,4.2
CCN(CC)c1ccc(C=C2C(=O)OC3(CCCCC3)OC2=O)cc1,1.2
COC(=O)[C@]12CCCCC=C1N(Cc1ccc3c(c1)OCO3)C(=O)[C@H](CC(=O)N1CCSCC1)C2,-0.2

Remaining list, next part:
SMILES,TbREL1 inh
CCOC(=O)C1=NNC(C(=O)c2ccc(C)cc2)C1c1ccc(OC)cc1 (stereo not drawn),-2.5
COc1ccc(OC)c(-c2nnc3n2N=C(c2ccc(OC)c(OC4CCCC4)c2)CS3)c1,-5.0
CCN1C(=O)CC(N2CCC(Cc3ccccc3)CC2)C1=O (stereo not drawn),6.4
COc1cccc(CC(=O)NCC2(N3CCCCC3)CCCCC2)c1,-0.2
CCN(CCNC(=O)Cn1cc2c(n1)CCCC2)c1ccccc1,-7.5
O=C(/C=C/c1ccccc1)N1CCC[C@H]1CO,0.6
CC(=O)Nc1ccc(C(=O)CN2C(=O)NC3(CCOc4ccccc43)C2=O)c(F)c1 (stereo not drawn),-0.4
COc1cccc(NC(=O)[C@@H](NC(=O)N2CCn3c2nc2ccccc23)C(C)C)c1,-1.6
CC(C)(CCl)C(=O)Nc1ccnc(-c2ccncc2)n1,1.9
Cc1cc(NS(=O)(=O)c2ccc(NC(=O)CSc3nnc(-c4ccc(Cl)cc4)n3Cc3ccco3)cc2)nc(C)n1,-1.9
CC1(C)C(=O)NC(=O)N1Cc1ccccc1,3.3
CN1CCN(NC(=O)C2CC2)CC1,2.6
O=C(CSc1nnc(-c2cccs2)n1Cc1ccco1)Nc1ccc(OCc2ccccc2)cc1,0.3
CC(=O)c1cccc(NC(=O)CCNC(=O)c2cccc(C)c2)c1,-1.6
COc1ccc(Nc2ncnc3sc(-c4ccccc4)cc23)cc1,6.7
Cc1ccccc1CC(=O)Nc1ccc(S(=O)(=O)N2CCOCC2)cc1,-1.0
COc1cc(OC)cc(C(=O)NCC(=O)OCC(=O)Nc2cc(S(C)(=O)=O)ccc2Cl)c1,-2.8
O=S(=O)(c1ccc(OCc2ccc(Br)cc2)cc1)N1CCOCC1,-0.4
COc1ccc(/C=C/C(=O)c2ccc(NS(=O)(=O)c3ccc(C)cc3)cc2)cc1O,-4.2
Cc1cc(C)nc(SCc2cc(=O)c(OC(=O)c3cc([N+](=O)[O-])ccc3Cl)co2)n1,-1.4
COC(=O)C1=C(C)N(Cc2ccccc2C(F)(F)F)C(=NCc2ccc3c(c2)OCO3)NC1c1ccccc1 (stereo not drawn),12.4*
CNc1nc(=O)n(C2CCCO2)cc1C (stereo not drawn),-0.1
OCc1ccnc2c(O)cccc12,0.1
CC(C)C[C@H]1COc2cccc(F)c2S(=O)(=O)N1,-1.3

Copied from the list.
In TbREL1 inh, `O=S(=O)(c1ccc(OCc2ccc(Br)cc2)cc1)N1CCOCC1` is entered as -0.4
In TbREL1 inh, `COC(=O)C1=C(C)N(Cc2ccccc2C(F)(F)F)C(=NCc2ccc3c(c2)OCO3)NC1c1ccccc1` (stereo not drawn) is entered as 12.4*
In TbREL1 inh, `Cc1cc(C)nc(SCc2cc(=O)c(OC(=O)c3cc([N+](=O)[O-])ccc3Cl)co2)n1` is entered as -1.4

Following part
SMILES,TbREL1 inh
CCOC(=O)C1=CCN(S(=O)(=O)c2ccc(C)cc2)C1c1cccs1 (stereo not drawn),-2.5
Cc1ccc(O)c(C(=O)c2cc(C#N)c(=O)n(Cc3ccccc3)c2)c1,1.3
O=C1NC2c3ccccc3C(=O)N2c2c1cnn2-c1ccccc1 (stereo not drawn),3.4
Cc1cc(Cl)ccc1OCC(=O)N1C(C)CCCC1C (stereo not drawn),-5.8
CC(C)C[C@@]12C(=O)N(c3cccc(Cl)c3)C(=O)N1[C@H](c1ccc(F)cc1)[C@@H]1C(=O)N(C3CCCCC3)C(=O)[C@@H]12,3.8
O=C(Cc1cccc2ccccc12)Nc1ccc2oc(-c3ccccc3)nc2c1,5.0
C[C@@]12CCC=C[C@H]1[C@H](c1ccc3ccccc3c1)N(Cc1ccccc1)C2=O,-0.5
Cc1cc(C)n2nc(C(=O)N/N=C/c3ccccc3C)nc2n1,0.7

Molecules listed so far containing a tert-butyl group, in the order listed:
SMILES,TbREL1 inh
CC(C)(C)Nc1nc2ccc([N+](=O)[O-])cc2o1,3.0
CC(C)(C)c1ccc(C(=O)Nc2ccccc2Cl)cc1,-0.2

Further results.
SMILES,TbREL1 inh
CCCCn1c(SCC(=O)Nc2cccc(OC)c2)nc2ccc(N3CCOCC3)cc2c1=O,-1.6
O=C(CN(C(=O)CCC(=O)Nc1nccs1)c1ccc(F)cc1)NCCc1ccccc1,-0.2
CCCCc1ccc2nc(NC(=O)c3ccc(Br)o3)sc2c1,2.2
O=C(COC(=O)C1CCN(c2ccc(C(F)(F)F)cn2)CC1)NCc1ccccc1,-2.6
CCC(CC)C(=O)Nc1nnc(SCC(=O)N2CCN(c3ccccc3OC)CC2)s1,-3.4
O=c1cc(-c2ccccc2)nc2nc(-c3ccccc3)[nH]n12,-1.4
Cc1ccc(-n2c(SCC(=O)Nc3ccccc3-c3ccccc3)nnc2-c2ccccn2)cc1,0.2
Cc1ccc(Cc2c(-c3ccc(F)cc3)nc3ccc(Br)cn23)cc1,-0.5
COc1ccc(CCNC(=O)CN(c2ccc(OC)c(OC)c2)S(=O)(=O)c2ccc(C)cc2)cc1,-1.8
O=C1c2ccccc2NC(c2ccccn2)N1c1ccccc1F (stereo not drawn),-0.2
CCCCN(C)S(=O)(=O)c1ccc2[nH]c(=O)oc2c1,-1.3
O=S1(=O)CC(N2CCN(Cc3ccccc3F)CC2)CN1Cc1cn(Cc2ccc(F)cc2)nn1 (stereo not drawn),0.0
COc1ccccc1N1CC(C(=O)Nc2nnc(SCC(=O)N3CCOCC3)s2)CC1=O (stereo not drawn),-0.9
O=C(CSc1ccc(Cl)cc1)NC1=NN(c2ccccc2)C(=O)C1,-5.2
CN(C)CCCN(C(=O)c1ccc2c(c1)OCCO2)c1nc2cc3c(cc2s1)OCO3,6.2
CCN(CC)C(=O)Cn1c2ccccc2c2nc3n(c(=O)c21)CCS3,-3.0
Cc1[nH]c(C)c(S(=O)(=O)NCc2ccc(Cl)cc2)c1C(=O)N1CCCC1,1.4
Cc1csc(SCC(=O)N(c2ccccc2)C(C)C)n1,-1.5
O=C(CCNS(=O)(=O)c1ccc(Cl)cc1)Nc1ccncc1,0.6
COc1ccccc1CNC(=O)C(Cc1ccccc1)NC(=O)c1ccccc1 (stereo not drawn),-1.5
Cc1ccc(CN(Cc2ccccc2)C(=S)NCC(=O)NCc2cccnc2)o1,-0.3
O=C(O)c1cc(-c2cccs2)nc2cc3c(cc12)OCCO3,0.5
Cc1ccc(-n2ncc3c(NCc4ccco4)ncnc32)c(C)c1,-0.1
CCCCN(CCCC)c1nc(-c2ccncc2)nc2ccccc12,1.4
O=C(CSc1ncnc2sc3c(c12)CCC3)N1CCOCC1,1.3

Screening results deposited in PubChem BioAssay by The Scripps Research Institute Molecular Screening Center.
